TAAR1 ag: human TAAR1 agonists, primary screen, Fluo-8 calcium fluorescence, CHO RD-HGA16 cells. Trace amine-associated receptor 1 (Homo sapiens), Q96RJ0. vehicle wells 0%, saturating PEA agonist 100%. activation, % at 3 µM. AID 624467, 2012. hit rate 0.99% among 360,000;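 active means activation above the mean activation of all test compounds in the run plus 3 SD, cut at about 38% in these data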
Target sequence (Q96RJ0 whole entry, looked up): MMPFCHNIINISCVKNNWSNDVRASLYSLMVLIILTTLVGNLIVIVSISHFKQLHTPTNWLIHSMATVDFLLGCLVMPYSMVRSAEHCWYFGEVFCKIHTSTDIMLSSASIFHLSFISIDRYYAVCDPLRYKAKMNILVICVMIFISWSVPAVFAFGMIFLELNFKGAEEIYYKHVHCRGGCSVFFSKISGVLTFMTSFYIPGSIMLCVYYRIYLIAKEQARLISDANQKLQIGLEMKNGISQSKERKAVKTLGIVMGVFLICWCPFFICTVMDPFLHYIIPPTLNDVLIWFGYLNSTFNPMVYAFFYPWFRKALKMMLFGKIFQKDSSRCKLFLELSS
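test system = CHO RD-HGA16 cells carrying human TAAR1 plus Gα16 | schedule = 17-24 h seeding, 75 min 37 °C dye, 30 min RT | compound dosing = 3 µM single concentration | control set = DMSO and PEA EC100 | replicates = n 1 | signal = Fluo-8 fluorescence, 5 s baseline then 140 s kinetic read | measure = percent activation vs PEA EC100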
CRFBP-R2 agonist: agonists of CRF-BP/CRF-R2 complex, primary screen, cell-based, HEK293, calcium dye fluorescence, uHTS; CRF-binding protein / CRF receptor 2 complex (human); calcium dye fluorescence (FLIPR); percent of saturating CRF peptide response; activation, % at 13.2 µM; hit rate 0.46% among 350,000;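 active means activation of at least 50%, plus an integration ratio under a set limit after plate pattern correction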;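 further: plate controls were neutral control wells without compound for no effect and CRF at EC100 for full effect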
CHRM4 PAM: human M4 muscarinic receptor positive allosteric modulators, primary screen, CHO-K1 cells, Fluo-8 calcium fluorescence | activation, % at 3 µM | CHO-K1 hM4/Gqi5, ACh EC20; 0% = ACh EC20, 100% = maximal ACh | hit rate 0.4% among 360,000;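 active means activation above its plate's cutoff, the mean activation of sample wells plus 3 SD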; further: some results filed as inactive read as strong as hits
CHRM5 antagonist: human M5 muscarinic receptor antagonists, primary screen, CHO cells, Fluo-8 calcium fluorescence; Muscarinic acetylcholine receptor M5 (Homo sapiens), P08912; CHO-hM5 cells, ACh EC80; AID 624040, 2012; inhibition, % at 3 µM; hit rate 0.59% among 360,000;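 active means inhibition above a per-plate cutoff, the mean of that plate's test compounds plus 3 SD, cut at about 27% in these data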;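 further: 0% = acetylcholine EC80 with DMSO and 100% = DMSO without agonist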
Target sequence (P08912 whole entry, looked up): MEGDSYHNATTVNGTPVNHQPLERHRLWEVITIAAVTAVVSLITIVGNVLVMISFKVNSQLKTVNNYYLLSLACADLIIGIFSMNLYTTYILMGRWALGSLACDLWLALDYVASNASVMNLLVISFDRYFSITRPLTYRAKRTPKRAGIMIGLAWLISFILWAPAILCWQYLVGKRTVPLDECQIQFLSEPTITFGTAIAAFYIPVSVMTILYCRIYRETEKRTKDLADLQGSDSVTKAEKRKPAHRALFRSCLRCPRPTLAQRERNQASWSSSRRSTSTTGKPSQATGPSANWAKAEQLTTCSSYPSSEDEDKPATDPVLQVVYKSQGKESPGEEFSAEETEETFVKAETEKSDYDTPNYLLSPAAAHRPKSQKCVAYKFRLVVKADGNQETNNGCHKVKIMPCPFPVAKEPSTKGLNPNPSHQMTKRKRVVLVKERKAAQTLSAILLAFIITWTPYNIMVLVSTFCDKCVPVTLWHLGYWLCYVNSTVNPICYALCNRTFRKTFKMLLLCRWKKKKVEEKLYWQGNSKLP
CRFBP-R2 block: antagonists of CRF-BP/CRF-R2 complex, primary screen, cell-based, HEK293, calcium dye fluorescence, uHTS; CRF-induced calcium fluorescence; inhibition, % at 11.8 µM; hit rate 0.59% among 350,000; AID 588475, 2011;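 active means inhibition of the ligand-induced calcium signal above about 50% at the single tested concentration, limit read from the data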
TAAR1 antagonist: human TAAR1 antagonists, primary screen, Fluo-8 calcium fluorescence, CHO RD-HGA16 cells | Trace amine-associated receptor 1 (Homo sapiens), Q96RJ0 | antagonist | inhibition, % at 3 µM | hit rate 1.5% among 360,000 | AID 624466, 2012;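 active means inhibition above a per-plate cutoff, the mean inhibition of test compounds on that plate plus 3 SD, cut at about 49% in these data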;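 further: 0% = DMSO plus EC80 beta-PEA response and 100% = DMSO alone without agonist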
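Test system – hTAAR1-expressing CHO RD-HGA16 cells, Gα16-coupled · Reagent – β-PEA at EC80 concentration, post-compound challenge · Compound dosing – 3 µM, single point · Timing – 140 s kinetic read after compound, 140 s after agonist · Detection – Fluo-8 intracellular calcium dye fluorescence, real-time kinetic reads · Control set – DMSO and EC80 PEA controls · Repeats – n of 1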
CHRM5 agonist: human M5 muscarinic receptor agonists, primary screen, CHO-K1 cells, Fluo-8 calcium fluorescence | CHO-K1 hM5 cells; 0% DMSO wells, 100% maximal acetylcholine response | activation, % at 3 µM | hit rate 0.19% among 360,000 | Muscarinic acetylcholine receptor M5 (Homo sapiens), P08912;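 active means activation above the run's mean over test compounds plus 3 SD, cut at about 23% in these data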;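 further: signal is peak over basal fluorescence ratio across the kinetic read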
M5 PAM: human M5 muscarinic receptor positive allosteric modulators, primary screen, CHO-K1 cells, Fluo-8 calcium fluorescence. Muscarinic acetylcholine receptor M5 (Homo sapiens), P08912. CHO-K1 hM5, ACh EC20 PAM; 0% = ACh EC20, 100% = ACh EC100. activation, % at 3 µM. hit rate 0.3% among 360,000. AID 624038, 2012;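 active means activation above the run cutoff, the mean activation of all test compounds plus 3 SD, cut at about 18% in these data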
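Measured by: Fluo-8 calcium fluorescence; material: human M5 receptor in CHO-K1 cells; schedule: Post-acetylcholine fluorescence recording 140 s; benchmarks: low control EC20 acetylcholine (0%), high control EC100 acetylcholine (100%); read-out: Max/basal fluorescence ratio as % of EC20–EC100 ACh window; compound: single dose, 3 µM nominal final test concentration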
M1 PAM parental: nonselective calcium activators in parental CHO-K1 cells, primary screen, counter-screen for M1 PAM project, cell-based, Fluo-8 calcium fluorescence, full deck, 1536-well | ATP EC20; 0% at ATP EC20, 100% at ATP max | activation, % at 3 µM | hit rate 0.02% among 360,000;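 active means activation above the run cutoff, the mean activation of all test compounds plus 3 SD, cut at about 40% in these data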;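 further: peak over basal fluorescence ratio in a 140 s read after ATP addition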
* hit, by the source's call; nt = no result given.

SMILES | TAAR1 ag | CRFBP-R2 agonist | CHRM4 PAM | CHRM5 antagonist | CRFBP-R2 block | TAAR1 antagonist | CHRM5 agonist | M5 PAM | M1 PAM parental
Cc1ccc(OCC(=O)NCCCNC(=O)c2ccccn2)cc1C | 2 | -0.3 | 5 | 11 | 15 | 8 | -2 | 0 | -5
Cc1ccc(O)c(C(=O)c2cnn(-c3ccc(S(=O)(=O)N4CCOCC4)cc3[N+](=O)[O-])c2)c1 | 0 | -2.1 | 1 | 1 | 11 | -3 | -1 | -3 | 22
CCN(C[C@H]1N[C@@](C)(C(=O)OC)[C@H]2C(=O)N(C)C(=O)[C@@H]12)C(=O)Nc1ccc(C)cc1 | -1 | -2.8 | 6 | -5 | 8 | 8 | 2 | -1 | 5
CCc1cccc(C)c1NS(=O)(=O)c1cc(Br)cnc1N | 1 | -0.9 | -18 | -7 | -1 | -14 | -8 | 6 | -12
Cc1cc(C)cc(NC(=O)C(OC(=O)c2cccs2)c2ccccc2)c1 (stereo not drawn) | -1 | 2.4 | -13 | 6 | 2 | -8 | -2 | -7 | -11
O=C(Nc1ccc(OCC(=O)N2CCOCC2)cc1)Nc1cccc(Cl)c1 | 10 | -0.9 | 10 | -11 | -4 | -5 | 4 | 6 | 4
CN1C(=O)NC(NC(=O)c2ccncc2)(C(F)(F)F)C1=O (stereo not drawn) | 4 | 1.2 | 7 | -6 | 1 | 13 | -1 | 3 | 28
COc1ccc(Cl)cc1CC=NNC(=O)c1ccncc1 | 4 | -1.7 | 5 | -1 | 19 | -8 | 3 | -2 | -24
CCc1c(O)nc(SCC(=O)Nc2ccccc2OC)[nH]c1=O | 7 | -2.7 | 0 | 13 | -10 | 5 | -2 | -1 | 22
COc1ccc(S(=O)(=O)N2c3ccccc3OCC2C(C)(C)C)cc1 (stereo not drawn) | 10 | -0.7 | -2 | 4 | 6 | 8 | 1 | -4 | 15
O=C1Cc2ccccc2C(=O)N1c1ccc(F)cc1Cl | 1 | -0.4 | -3 | 12 | -2 | -19 | -3 | -3 | 8
COCCNC(=O)/C(C#N)=C\c1ccc(CNC(=O)C(=O)Nc2ccc(C)c(C)c2)o1 | 2 | -6.6 | -2 | 3 | -18 | 3 | -2 | -1 | 19
CC(C(=O)NC(c1ccccc1)c1ccccc1)N1CCOCC1 (stereo not drawn) | -2 | -0.5 | -2 | 9 | 6 | 3 | -6 | 0 | -7
COc1ccc(OC)c(C2=NOC(C(=O)NCc3ccco3)C2)c1 (stereo not drawn) | 1 | 1.2 | 3 | -1 | 3 | 5 | -5 | -5 | 5
CC(Sc1ncnc2ccccc12)C(=O)Nc1ccc2c(c1)OCO2 (stereo not drawn) | 4 | 0.3 | -3 | -2 | 0 | -1 | 6 | -8 | 13
COc1cccc(N(CC(=O)Nc2cccc(N(C)S(C)(=O)=O)c2)S(C)(=O)=O)c1 | 6 | -0.8 | -2 | 0 | -21 | 4 | 3 | -5 | -1
COc1cc2c(cc1NC(=O)COC(=O)/C=C/c1ccc([N+](=O)[O-])cc1)oc1ccccc12 | 1 | 3.8 | 12 | -1 | -10 | -15 | -4 | 1 | 5
COc1ccc(Cl)cc1NC(=O)CN(C)C(=O)c1ccc2c(c1)OCCO2 | 1 | -0.7 | 9 | 7 | 4 | -40 | -2 | -6 | 2
O=C(NC1CCCC1)C1c2ccccc2OCC(=O)N1CCCN1CCOCC1 (stereo not drawn) | 3 | nt | 18 | -1 | nt | -10 | 0 | 1 | 2
Cc1cc(/C=C2\C(=N)N3N=C(C(C)C)SC3=NC2=O)c(C)n1-c1ccccc1 | -2 | 8.9 | 5 | -7 | -63 | -14 | -1 | 4 | 23
Cc1ccc(CN2CCN(CC(=O)NCCCN3CCN(c4ccc(F)cc4)CC3)C2=O)cc1 | 17 | -1.5 | -10 | -3 | 2 | -5 | 1 | -6 | 18
COc1cccc(Nc2nnc(SCC(=O)N(CC(C)C)CC(C)C)s2)c1 | 7 | -0.1 | -9 | 12 | 8 | 32 | -4 | -9 | 4
CC(C1CCN(Cc2nc(C3CC3)no2)CC1)N1CCOCC1 (stereo not drawn) | 3 | 4.5 | -20 | 5 | 2 | -12 | -2 | -1 | 17
Cc1ccccc1CCN(C(=O)c1csnn1)C(C(=O)NC1CCCC1)c1ccncc1 (stereo not drawn) | 37 | -0.4 | 8 | 17 | -6 | -20 | -4 | -4 | 3
Cc1cc(C)nc(NC(=O)c2cccc(Cl)c2)n1 | 9 | -1.4 | 1 | -6 | 39 | 2 | 0 | 7 | 17
CCCCC#Cc1ccccc1CC(=O)Nc1ccccc1 | 14 | -2.5 | 6 | 5 | 11 | 17 | -5 | 0 | -13
O=C1c2ccccc2NC(c2ccncc2)N1c1ccccn1 (stereo not drawn) | 3 | -1.7 | -2 | 4 | -11 | 3 | 3 | 1 | -6
CN(Cc1ccccc1)C(=O)CCC(=O)N(C)Cc1ccccc1 | -3 | -2.4 | 0 | 0 | 28 | -1 | 0 | 1 | 17
CCC(C)C1NC(=S)N(C2CCCCC2)C1=O (stereo not drawn) | 9 | -1.1 | -4 | 9 | -13 | -7 | -7 | -5 | 15
COC(=O)[C@@]12C[C@@H](CC(=O)NCc3cccs3)C(=O)N(Cc3ccc4c(c3)OCO4)C1=CCC(C)(C)C2 | 0 | nt | -1 | 6 | nt | -10 | 1 | -3 | nt
CCOC(=O)/C(C#N)=C/c1ccc(SC)cc1 | 0 | 0.5 | -1 | 15 | 10 | -14 | -3 | -3 | 7
Cn1nc(C(=O)OCC(=O)c2ccccc2)c2ccccc2c1=O | 5 | 0.1 | 7 | 12 | -1 | 20 | 1 | -8 | 15
COc1ccc(N2C(=O)CC(NC34CC5CC(CC(C5)C3)C4)C2=O)c(OC)c1 (stereo not drawn) | 4 | 0.3 | -7 | 1 | -3 | -13 | 1 | -7 | 0
C/C(=N\Nc1cccc2cccnc12)c1ccc[nH]1 | 3 | -1.1 | -2 | 3 | -11 | 5 | 0 | -5 | -6
Cc1ccccc1OCC(=O)OCC(=O)c1ccc(-c2ccccc2)cc1 | 6 | 1.0 | -6 | -7 | -29 | 7 | 1 | -6 | -8
O=C(NC1CCCc2ccccc21)c1cc(F)cc(F)c1 (stereo not drawn) | -7 | -0.2 | 2 | -6 | -9 | -17 | -4 | 3 | 5
O=C(NCCCN1CCOCC1)c1ccc2c(c1)N(Cc1cccc(Cl)c1)C(=O)CS2 | 5 | -0.9 | -20 | 9 | -1 | -21 | -7 | -13 | -1
CC(C)(C)c1csc(NC(=O)c2cccnc2)n1 | 8 | -2.2 | -3 | 6 | 8 | -5 | 0 | -9 | 14
C=CCNC(=O)Cc1c(OC)ccc2cc(Br)ccc12 | 0 | -0.4 | -7 | 4 | 6 | -5 | -6 | -1 | 6
Cc1cc(-c2nnc(CCC(=O)N(CC3CC3)CC3CCCO3)o2)no1 (stereo not drawn) | 2 | -0.1 | -1 | 5 | 12 | -8 | -1 | -2 | 12
COCCN1C(=O)/C(=C/c2ccc(N3CCCC3)cc2)SC1=S | 52* | 265* | -2 | 15 | -212 | 50* | 8 | -12 | 0
COc1ccc(CCN2CC(C(=O)NCc3ccco3)CC2=O)cc1OC (stereo not drawn) | 7 | 1.6 | 1 | -5 | 15 | 4 | 1 | 0 | 10
COc1ccccc1NS(=O)(=O)c1cccc(-n2c(O)c(C=Nc3ccccc3C(=O)O)c3ccccc3c2=O)c1 | 0 | 1.0 | 36* | -3 | 1 | -89 | -1 | 9 | 17
C[C@H](NC(=O)c1nc[nH]c1C(=O)N1CCNCC1)C(=O)OCc1ccccc1 | 1 | -0.5 | -1 | 13 | -3 | 0 | 2 | -4 | 12
CC(C)(C)C(=O)Nc1cccc(-c2ccc[nH]2)n1 | 10 | 2.2 | -3 | 0 | -9 | 22 | 5 | -3 | 9
O=C(Nc1nc2cc3c(cc2s1)OCCO3)c1ccc([N+](=O)[O-])o1 | 4 | -1.2 | 5 | -3 | 2 | -17 | -2 | 3 | -14
CSc1ccc(CCNC(=O)CS(=O)(=O)Cc2nc(-c3ccccc3F)oc2C)cc1 | 2 | 0.2 | -1 | 10 | -11 | -16 | -3 | -4 | 8
COCCCNC(=O)/C=C/c1cccc(Cl)c1 | 20 | -1.1 | 4 | 25 | 2 | -5 | -4 | -6 | 9
COc1ccc2c(c1)Sc1ccccc1N2 | -2 | -4.1 | -2 | 0 | 2 | -15 | -13 | 0 | 15
Cc1ccc(NC(=O)CN2C(=O)S/C(=C\c3cc(C)n(-c4cccc(C(=O)O)c4)c3C)C2=O)cc1 | 3 | -0.8 | -2 | -4 | 7 | 5 | 4 | 2 | 9
CCOc1cc(OCC)c(C(C)=O)cc1OCC | -2 | -1.2 | 1 | 4 | -3 | 11 | -1 | 2 | 10
Cc1cc([N+](=O)[O-])ccc1NC(=O)c1csc(C)c1C | -4 | 1.0 | 11 | 2 | -2 | -13 | -4 | 6 | 17
Cc1c(C(=O)CN2CCSCC2)c2ccccc2n1C | 5 | -0.6 | 2 | 5 | 11 | -6 | -6 | 1 | 10
C#CCNC(=O)C1=C[C@@H](c2ccc(C#C)cc2)C[C@@H](OCc2ccc(CO)cc2)O1 | 2 | 0.8 | 7 | -1 | 5 | -8 | 2 | 3 | 2
CCC(C)NC(=O)C1c2ccccc2C(=O)N1Cc1ccc(F)cc1 (stereo not drawn) | -2 | -4.3 | 3 | 2 | 0 | -5 | -3 | -3 | -19

Grouped by structure: the entries above containing a tert-butyl group.
SMILES | TAAR1 ag | CRFBP-R2 agonist | CHRM4 PAM | CHRM5 antagonist | CRFBP-R2 block | TAAR1 antagonist | CHRM5 agonist | M5 PAM | M1 PAM parental
COc1ccc(S(=O)(=O)N2c3ccccc3OCC2C(C)(C)C)cc1 (stereo not drawn) | 10 | -0.7 | -2 | 4 | 6 | 8 | 1 | -4 | 15
CC(C)(C)c1csc(NC(=O)c2cccnc2)n1 | 8 | -2.2 | -3 | 6 | 8 | -5 | 0 | -9 | 14
CC(C)(C)C(=O)Nc1cccc(-c2ccc[nH]2)n1 | 10 | 2.2 | -3 | 0 | -9 | 22 | 5 | -3 | 9
